# SR-BI DiI-HDL act – activators of SR-BI mediated DiI-HDL uptake, primary screen, ldlA[mSR-BI] CHO cells, DiI fluorescence; 3 h; 100 = double the neutral-control signal; activation, % at 12.5 µM; 320,000 tested, 0.096% active; AID 504775, 2011;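 active means mean replicate activation of at least 60% and every replicate at or above 60%; inconclusive means mean or all-replicate condition met, but not both; inactive means mean below 60% and not all replicates reaching 60%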;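 further: 0% = median plate neutral-control signal and 100% = twice that signal; values of inactives mirror those of a sister screen read the other way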
#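 Test system: SR-BI-overexpressing, LDLR-lacking CHO cells; Also added: labelled HDL, 10 µg/mL; Measured by: bottom-read cell fluorescence after medium removal, ex 550/em 595 nm; Timing: 3 h uptake period with compound, 37 °C; Buffer or medium: F12, 0.5% BSA, 25 mM HEPES; Doses: single compound concentration, delivered by pin transfer.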
# Rtt109 HAT inh – inhibitors of C. albicans Rtt109/Vps75 HAT, primary screen, biochemical, ThioGlo CoA-SH fluorescence, plate reader; AID 540336, 2011; Histone acetyltransferase RTT109 (Candida albicans (strain SC5314 / ATCC MYA-2876)), …; inhibition, % at 34.9 µM; purified Rtt109/Vps75, 4 h; 330,000 tested, 0.16% active;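 active means inhibition of at least 50% in every replicate; inconclusive means best replicate reaches 50% inhibition but some replicates fall short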
# Target sequence (Q5AAJ8 whole entry, looked up): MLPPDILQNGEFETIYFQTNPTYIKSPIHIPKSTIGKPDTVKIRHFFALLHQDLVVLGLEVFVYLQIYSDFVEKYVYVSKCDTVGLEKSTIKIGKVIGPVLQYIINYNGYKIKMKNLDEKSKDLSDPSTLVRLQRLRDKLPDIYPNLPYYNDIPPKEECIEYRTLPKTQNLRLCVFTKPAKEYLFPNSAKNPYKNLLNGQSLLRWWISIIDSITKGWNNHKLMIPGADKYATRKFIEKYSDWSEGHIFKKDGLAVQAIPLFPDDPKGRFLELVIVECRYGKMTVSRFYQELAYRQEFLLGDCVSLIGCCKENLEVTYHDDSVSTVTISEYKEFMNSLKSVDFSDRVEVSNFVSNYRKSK
# Wnt bcat act – Wnt/beta-catenin pathway activators, primary screen, cell-based, plate reader, single point; 300,000 tested, 1.2% active; Wnt/beta-catenin reporter cell assay, activator; activation, % at 9.35 µM; in the data active means activation above about 30%, passing the limit was not always enough; inconclusive means no clear call, values can overlap the other calls;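 further: 0% = neutral control wells and 100% = positive control wells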
# SR-BI DiI inh – inhibitors of SR-BI mediated HDL lipid uptake, primary screen, ldlA[mSR-BI] cells, fluorescence, single point | ldlA[mSR-BI] CHO cells, DiI-HDL uptake fluorescence, 3 h | inhibition, % at 12.5 µM | 320,000 tested, 0.96% active | AID 488896, 2010;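 active means mean replicate inhibition of at least 70% and a set share of replicates each scoring 70 or more; inconclusive means meets just one of the two criteria; inactive means fails both criteria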;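 further: 0% = median of neutral control wells and 100% = median of positive control wells; values of inactives mirror those of a sister screen read the other way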
# PvdQ acylase – P. aeruginosa PvdQ acylase inhibitors, primary screen, biochemical, fluorescence, plate reader and imaging, single point. PvdQ acylase [Pseudomonas aeruginosa LESB58]. purified PvdQ acylase. inhibition, % at 10 µM. 340,000 tested, 0.063% active; in the data active means inhibition above about 30%, passing the limit was not always enough; inconclusive means no clear call, values can overlap the other calls;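 further: 0% = vehicle neutral wells and 100% = reference inhibitor wells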
# cardiac RTF act – cardiac RTF calcium sensitivity activators, primary screen, biochemical, IANBD-TnC fluorescence, EC20 calcium; activation, % at 7.2 µM; AID 493008, 2010; 340,000 tested, 0.24% active; IANBD-labeled TnC RTF fluorescence at EC20 calcium; 0% EC20 calcium, 100% full calcium; Troponin I, cardiac muscle (Homo sapiens) + Troponin T, cardiac muscle (Homo sapiens) + …;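 active means activation above the mean over all tested compounds plus 3 SD, cut at about 30% in these data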;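 further: rise in fluorescence read as greater calcium sensitivity of cardiac thin filaments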
# CDK5 p35 inh – inhibitors of human CDK5/p35 kinase, primary screen, biochemical, single concentration; Recombinant CDK5/p35, ADP-Glo luminescence, 60 min; inhibition, % at 10 µM; Cyclin-dependent kinase 5 (Homo sapiens) + Cyclin-dependent kinase 5 activator 1 (Homo …; 330,000 tested, 0.01% active;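 active means highest replicate inhibition of at least 50% and at least 75% of replicates reaching 50%; inconclusive means only one of the two criteria met; inactive means both criteria failed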;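 further: plate controls were DMSO neutral control for no effect and GW8510 at 10 µM for full effect; many of its hits are not listed in these tables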
# dFosB activator – activators of delta FosB homodimer, primary screen, biochemical, fluorescence polarization, TAMRA-CDK5 oligo, single point; 340,000 tested, 0.99% active; activation, % at 25 µM; purified delta FosB; percent of positive-control signal above neutral wells; AID 493131, 2011; Protein FosB (Mus musculus), P13346;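 active means mean activation above about 17%, with every replicate also reaching it, limit read from the data, passing the limit was not always enough; inconclusive means only one of the two conditions met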;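 further: fluorescence polarization rise as delta FosB binds a TAMRA Cdk5 AP-1 oligo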
# Target sequence (P13346 whole entry, looked up): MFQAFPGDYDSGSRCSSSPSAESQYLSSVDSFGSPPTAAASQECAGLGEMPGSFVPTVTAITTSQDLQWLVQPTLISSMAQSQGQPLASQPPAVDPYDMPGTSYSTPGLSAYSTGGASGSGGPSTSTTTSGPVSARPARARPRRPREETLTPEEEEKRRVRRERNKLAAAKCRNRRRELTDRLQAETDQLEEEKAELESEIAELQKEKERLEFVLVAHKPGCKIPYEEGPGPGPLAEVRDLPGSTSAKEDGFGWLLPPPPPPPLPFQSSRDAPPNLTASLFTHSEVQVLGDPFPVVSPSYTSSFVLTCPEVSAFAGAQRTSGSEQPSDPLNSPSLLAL
# HTR5A ag – HTR5A agonists in luminescence cell assay, primary screen, counter-screen for OPRM1-OPRD1 heterodimer agonist project, full-deck HTS | 5-hydroxytryptamine receptor 5A (Homo sapiens), P47898 | activation, % at 9.3 µM | 340,000 tested, 0.61% active | cell-based; in the data active means activation mostly above about 9.5%, no sharp cut-off; inactive means mostly below about 7.6%;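 further: 0% = cells with vehicle only and 100% = reference agonist; strong numbers were not always called active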
# Target sequence (P47898 whole entry, looked up): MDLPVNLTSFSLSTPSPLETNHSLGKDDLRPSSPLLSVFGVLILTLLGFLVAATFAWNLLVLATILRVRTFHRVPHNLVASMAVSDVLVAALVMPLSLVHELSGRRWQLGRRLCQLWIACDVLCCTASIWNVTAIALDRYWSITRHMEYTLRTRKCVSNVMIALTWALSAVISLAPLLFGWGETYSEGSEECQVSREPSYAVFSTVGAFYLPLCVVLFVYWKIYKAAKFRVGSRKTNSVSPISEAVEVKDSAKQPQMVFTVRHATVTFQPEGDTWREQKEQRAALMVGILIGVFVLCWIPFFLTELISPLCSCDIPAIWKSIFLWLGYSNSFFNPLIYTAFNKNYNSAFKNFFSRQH
# MITF TRPM1 HTS – activators of MITF-driven TRPM1 promoter reporter, primary screen, cell-based, SK-MEL-5, luciferase, single point; AID 588334, 2011; 300,000 tested, 0.75% active; activation, % at 12.5 µM; SK-MEL-5 TRPM1-promoter luciferase, 24 h; % of positive control, neutral wells = 0;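 active means mean activation of at least 80% with every replicate also reaching 80%; inconclusive means mean reaches 80% but some replicate falls short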;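 further: 0% = neutral control wells and 100% = parthenolide positive control wells; values of inactives mirror those of a sister screen read the other way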
# The depositor's hits bear a star; ? = inconclusive; nt = not tested or not shown; & = joins results of further samples.
SMILES,SR-BI DiI-HDL act,Rtt109 HAT inh,Wnt bcat act,SR-BI DiI inh,PvdQ acylase,cardiac RTF act,CDK5 p35 inh,dFosB activator,HTR5A ag,MITF TRPM1 HTS
COc1cc(C(=O)COC(=O)c2cccs2)cc(OC)c1OC,-19,-6,-1,19,-7,-7,-0.2,-11,-1,-13
c1ccc2c(-c3[nH]ncc3CNCCCn3ncc4ccccc43)cccc2c1,-6,-9,4,6,9,-5,0.8,3,6,-10
COc1ccc(-c2nc(SC(C)C(=O)c3c(N)n(C)c(=O)n(C)c3=O)n[nH]2)cc1 (stereo not given),-7,9,0,7,-17,-2,-0.3,-13,-2,-15
CCOC(=O)c1nn(-c2ccc(Cl)cc2C)ccc1=O,27,-2,1,-27,5,-10,1.7,3,-1,nt
CC(=O)NS(=O)(=O)c1ccc(NC(=O)c2cc(-c3cccs3)nc3ccccc23)cc1,30,10,13,-30,14,8,-2.2,-7,2,-7
N#CC1=C(N)Oc2c(ccc3cccnc23)C1c1ccncc1 (stereo not given),-5,-2,2,5,-12,nt,1.8,-5,nt,nt
O=C(Nc1cccc(S(=O)(=O)N2CCOCC2)c1)c1cc2ccccc2o1,-63,0,4,63,0,-1,0.6,-10,1,25
Cc1cccc(C)c1OCC(=O)Nc1cccc(C(=O)O)c1,9,-7,8,-9,-4,0,-2.3,-6,0,-3
CSc1nc(N)c2c3c(sc2n1)CN(C)CC3,9,nt,0,-9,6,6,-0.9,-12,-3,-1
COc1ccc(NC(=O)c2nc[nH]c2C(=O)N[C@H](C)c2ccccc2)cc1,-24,10,-6,24,10,-7,3.6,-2,14,4
CC(=O)c1cc(C(=O)N2CCc3c([nH]c4ccccc34)C2C2CCCCC2)[nH]n1 (stereo not given),-58,7,0,58,-1,-2,-2.1,-10,3,-4
O=C(COc1ccc(Cl)cc1)N(Cc1ccco1)C1CCS(=O)(=O)C1 (stereo not given),11,-8,-2,-10,-9,6,0.9,-9,2,-4
OC(COCC1COc2ccccc2O1)CN1CCCCC1 (stereo not given),19,nt,-5,-19,-11,4,-1.3,-4,-1,-6
Cc1nc(N/N=C/c2cccc(F)c2)cc(N2CCOCC2)n1,-19,-10,-3,19,4,0,0.3,-3,-3,30
O=C(Nc1ccc(Oc2ccc(NC(=O)c3ccco3)c(NC(=O)c3ccco3)c2)cc1)c1ccco1,15,-12,-1,-15,-1,-1,0.9,-4,1,9
Cc1ccc(S(=O)(=O)N2CCC(C(=O)Nc3cccnc3)CC2)cc1,8,-19,0,-8,0,2,-1.1,-2,5,2
CC(C)(C)OC(=O)N1CCCN(C(=O)Nc2ccc(OC(F)(F)F)cc2)CC1,-18,-1,0,18,-2,-4,1.7,-10,4,3
O=C(CCSc1nc2ccccc2o1)N1CCOCC1,nt,-4,3,nt,-8,-3,2.2,-1,1,27
NC(=O)N1c2ccccc2C=Cc2ccccc21,4&2,12&-5,-2&2,-1&-2,0&5,9&-2,0.0&0.6,0&0,-2&-1,5&7
Cc1noc(C)c1COc1ccc(C(=O)Nc2cccnc2)cc1,-10,14,-2,10,-10,-2,-0.9,-6,-2,2
CC(C)(C)NC(=O)CN(C(=O)CS(=O)CC(=O)Nc1ccc(F)cc1)c1ccccc1 (stereo not given),1,11,nt,-1,-15,-1,0.8,-3,-3,-12
COC(=O)CNC(c1ccccc1)c1cc(C)ccc1NC(=O)c1cccc(Cl)c1 (stereo not given),-17,0,-5,17,-17,10,1.4,-7,14,-1
COc1ccc(CN(C)C(=O)/C=C/c2ccc(S(=O)(=O)N3CCOCC3)cc2)cc1F,-1,2,10,1,-6,-3,-0.5,-9,3,-14
COc1n[nH]c(C(=O)NCc2ccccc2)c1[N+](=O)[O-],23,-16,-1,-23,-10,8,1.2,2,-3,-5
CC#CCc1cc2ccccc2c(=O)o1,3,3,-1,-3,-6,5,-1.7,-1,7,-1

# (list continues)
SMILES,SR-BI DiI-HDL act,Rtt109 HAT inh,Wnt bcat act,SR-BI DiI inh,PvdQ acylase,cardiac RTF act,CDK5 p35 inh,dFosB activator,HTR5A ag,MITF TRPM1 HTS
CCCCn1cnc(C(=O)OCC)c1N,-1,1,2,1,-19,-4,-2.2,6,2,20
O=C1CCCCN1CCCC(=O)N1CCCC(Nc2ccc(F)cc2)C1 (stereo not given),-5,3,0,5,2,-4,-1.0,-1,1,-1
CCC(=O)Nc1ccc(Oc2ccc3c(c2)C(=O)N(c2ccc(O)cc2)C3=O)cc1,-23,8,-3,23,-3,-2,1.2,-1,-2,-3
CN(C)c1ccc(/C=C/c2ccc3ccccc3[n+]2C)cc1,12,29,-16,-12,-10,-2,12,96*,-11,-87
c1ccc2cc3[nH]c(CN4CCOCC4)nc3cc2c1,7,-3,nt,-7,-7,1,-0.6,0,7,4
Cn1c(Cn2cnc(Cl)c2Cl)nc2ccccc21,nt,0,nt,-17,-5,2,1.3,-5,-3,0
C/C(=N\NC(=O)c1ccc(NS(=O)(=O)c2cccs2)cc1)c1ccc(Cl)cc1,-52,3,-10,52,-5,5,-0.1,-5,1,13
COc1ccc(C)cc1S(=O)(=O)NC1CCCC1,7,-14,nt,-7,5,-2,1.4,-3,1,4
CC(=NCc1ccccc1)C1=C(O)COC1=O,33,-4,-2,-33,15,3,0.6,-8,7,nt
O=C(Nc1nc2c(s1)CN(Cc1ccccc1)CC2)C1CCC1,5,13,7,-5,-9,1,-2.5,15,-2,100*
CC(=O)NC(C1C(=O)CC(C)(C)CC1=O)(C(F)(F)F)C(F)(F)F,36,5,nt,-36,-11,1,0.0,-5,0,-4
O=C(CN1C(=O)NC2(CCCCC2)C1=O)N1CCc2ccccc2C1,11,-7,-1,-11,-3,7,-0.7,-6,5,16
CNC(=O)c1cc(NC(=O)N(CCC#N)CCN(C(=O)NC(Cc2ccccc2)C(=O)NC(CC(C)C)C(=O)NC)c2ccccc2)ccc1OC (stereo not given),25,-2,-1,-25,-13,5,-4.7,-9,4,5
CC1CCCN(C(=O)CN2CCN(C(=O)c3ccco3)CC2)C1 (stereo not given),52,-7,-7,-52,-3,1,0.4,-4,-3,-2
COc1cc(/C=N/NC(=O)c2ccc3nc[nH]c3c2)ccc1O,nt,-2,5,nt,4,0,0.0,1,1,10
O=C(C[C@H]1C/C=C\CCC(=O)O[C@@H](c2ccccc2)CNC1=O)NCCO,33,0,5,-33,1,0,1.6,-4,13,7
COc1ccc(Cl)cc1NC(=O)C/C(C)=N/NC(=O)c1ccc(O)cc1,-20,9,-1,20,-19,1,0.1,-6,-3,nt
Cc1cc(C(=O)NCC(=O)Nc2c(C)cccc2C)c2ccccc2n1,-2,-4,3,2,4,0,-0.1,2,6,5
O=c1cc(N2CCc3ccccc3C2)[nH]c(=O)n1-c1ccccc1Cl,19,-1,-1,-19,-12,0,-0.7,1,2,nt
CC(=O)c1ccccc1Oc1ncnc(N)c1[N+](=O)[O-],3,5,0,-3,29,-4,-0.3,1,-1,-13
COc1ccc(C(CC(=O)NCCN2CCOCC2)NS(=O)(=O)c2ccc(C)cc2)cc1 (stereo not given),10,-4,-6,-10,9,-1,-0.4,0,3,-10
Cc1ccc(-c2nnc3n2CCCCC3)cc1,1,-22,nt,-1,-17,-6,0.2,1,5,13
CC(C)C(=O)N1CCN(c2ccccc2NC(=O)c2cccc3ccccc23)CC1,-31,3,-1,31,-16,2,0.7,-24,1,nt
CN(C(=O)c1cccc(C#N)c1)c1nnc(C2CCOC2)s1 (stereo not given),29,1,-2,-29,-12,-2,-0.4,1,2,4
O=C(NCc1ccc2c(c1)OCO2)c1c(-c2ccsc2)sc2ccccc12,-12,-7,2,12,-9,-8,1.7,-3,8,19

# Additional results
SMILES,SR-BI DiI-HDL act,Rtt109 HAT inh,Wnt bcat act,SR-BI DiI inh,PvdQ acylase,cardiac RTF act,CDK5 p35 inh,dFosB activator,HTR5A ag,MITF TRPM1 HTS
Cc1onc(-c2ccccc2)c1C(=O)N1CCN(S(=O)(=O)c2ccc3c(c2)OCCO3)CC1,-7,-3,-1,7,-16,6,-5.5,-6,6,nt
CCOC(=O)N1CCC(N(CCN(C)C)C(=S)Nc2cccc(OC)c2)CC1,11,4,-2,-11,-4,0,1.0,0,1,-8
COc1ccc(C(=O)N2N=C(c3ccccc3)CC2(O)C(F)(F)F)cc1 (stereo not given),-10,15,0,10,9,6,-0.2,-8,6,0
COCCCn1c(=O)/c(=C/c2ccccc2OC(F)F)s/c1=C(\C#N)C(=O)NCCOC,-27,-5,0,27,3,2,-1.0,-3,3,3
COc1ccc(O)c(C(=O)c2cc(C#N)c(=O)n(-c3c(C)n(C)n(-c4ccccc4)c3=O)c2)c1,11,0,nt,-11,-7,11,2.1,-7,2,9
CCC(C)NS(=O)(=O)c1ccc(OCC(=O)Nc2ccc3c(c2)OCO3)cc1 (stereo not given),-35,1,-7,35,2,-1,-4.0,-7,4,-3
Cc1cccc(C)c1NC(=O)C[N+](C)(C)CC(O)COc1cccc2ccccc12 (stereo not given),-23,-8,-1,23,-4,0,0.9,-22,-2,-4
CCOC(=O)CSc1nnc(CNC(=O)c2cccs2)n1-c1cccc(C)c1,25,3,nt,-25,-3,-5,-0.4,-2,2,-10
CC(C)(C)C1COc2ccccc2N1C(=O)c1cccc(Cl)c1 (stereo not given),6,0,-2,-6,-4,3,3.2,3,1,9
Cn1c(SCc2cccc(F)c2)nnc1-c1ccncc1,0,-8,3,0,-5,-3,-2.1,-5,2,1
CN(C(=O)CCc1nnc(Cc2ccc(-c3ccccc3)cc2)o1)C1CCOCC1,nt,4,-1,nt,4,-2,-1.1,1,-1,3
CC(=O)NS(=O)(=O)c1ccc(NC(=S)NC(=O)C(C)(C)C)cc1,20,-36,nt,-20,-2,-3,-0.8,3,-6,-6
CC1(C)S[C@@H]2[C@H](NC(=O)[C@H](N)c3ccccc3)C(=O)N2[C@H]1C(=O)OC1OC(=O)c2ccccc21 (stereo not given in full),3,1,-1,-3,5,-4,-0.3,5,0,-8
COc1ccc2cc(CN(CC3COCCO3)S(=O)(=O)c3ccc(Cl)cc3)c(=O)[nH]c2c1 (stereo not given),?,-9,nt,-284,-8,4,-6.5,39*,-1,11

# Screening data: PubChem BioAssay, several laboratories
